Screening results: PubChem BioAssay, National Center for Advancing Translational Sciences (NCATS)
FEN1 inhibitor – inhibitors of human flap endonuclease 1; P39748; actives 0.35% (n = 390,000); Recombinant FEN1 flap cleavage, fluorescence, 15 min; AID 588795; Potency, µM (doses to about 114 µM), for the others: at the highest dose activity change, negative = inhibition, actives largely listed as inhibitors; further: nearly all actives have a fitted effect of over 65% in size
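Quantitative HTS format: each compound was titrated, incubated with 10 nM nuclease for 15 min at room temperature, then challenged with flap substrate at 50 nM final. Signal change over 15 min gave concentration–effect curves.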
GCN5L2 inh – inhibitors of human GCN5L2 histone acetyltransferase; Q92830; GCN5L2 HAT assay, ThioGlo1 CoA-SH fluorescence; Potency, µM (top dose mostly 58.9 µM), for the others: top-dose activity change, negative = inhibition, hits mostly inhibitors; actives 0.21% (n = 390,000); AID 504327
Target sequence (Q92830 whole entry, looked up): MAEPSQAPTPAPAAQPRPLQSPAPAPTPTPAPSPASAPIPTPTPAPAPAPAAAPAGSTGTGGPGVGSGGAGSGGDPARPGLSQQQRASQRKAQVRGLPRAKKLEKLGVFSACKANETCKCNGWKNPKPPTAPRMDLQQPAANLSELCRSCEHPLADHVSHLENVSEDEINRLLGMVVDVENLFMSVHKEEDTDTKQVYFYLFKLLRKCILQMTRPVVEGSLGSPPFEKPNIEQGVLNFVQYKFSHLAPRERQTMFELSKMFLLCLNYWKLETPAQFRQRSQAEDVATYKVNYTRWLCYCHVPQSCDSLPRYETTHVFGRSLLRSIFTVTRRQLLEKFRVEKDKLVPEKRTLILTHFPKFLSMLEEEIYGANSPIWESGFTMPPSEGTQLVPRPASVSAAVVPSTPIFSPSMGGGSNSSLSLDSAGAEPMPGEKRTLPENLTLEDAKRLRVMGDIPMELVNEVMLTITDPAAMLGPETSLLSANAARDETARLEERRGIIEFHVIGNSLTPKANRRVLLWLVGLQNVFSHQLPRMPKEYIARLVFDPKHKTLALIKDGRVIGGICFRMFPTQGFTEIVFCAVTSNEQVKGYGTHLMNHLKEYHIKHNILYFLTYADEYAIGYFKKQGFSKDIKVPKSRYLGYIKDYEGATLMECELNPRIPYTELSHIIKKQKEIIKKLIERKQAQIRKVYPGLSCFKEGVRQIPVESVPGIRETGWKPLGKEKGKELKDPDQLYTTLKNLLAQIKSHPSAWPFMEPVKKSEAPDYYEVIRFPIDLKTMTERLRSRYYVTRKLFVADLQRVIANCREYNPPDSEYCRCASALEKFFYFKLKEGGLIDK
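GCN5L2 (20nM final) in 50mM HEPES, 0.1mM EDTA pH 7.5, 0.01% Tween-20 was preincubated 15 min at room temperature with compound, then given ThioGlo1 (50uM), H3(1-25) peptide (75uM) and acetyl-CoA (70uM); CoA-thiol fluorescence (Ex340/Em540) was read at 0 and 20 min.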
DT40 TDP1 CPT – DT40-hTDP1 cell growth loss with CPT. chicken DT40 Tdp1-/-;hTDP1 cells + 20 nM CPT, ATP luminescence, 48 h. AID 686979. actives 12% (n = 420,000). Potency, µM (top dose mostly 46.2 µM), without a hit: at the top dose activity change, negative = growth inhibition, most hits filed as inhibitors; further: nearly all actives have a fitted effect of over 55% in size
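Chicken DT40 Tdp1-/- cells stably complemented with human TDP1 were seeded at 400 cells/well in medium containing 20 nM camptothecin, exposed to pin-transferred compounds, and grown at 37 °C for at least 48 hr. Viability was read as ATP luminescence.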
* = called active by the depositor; ? = inconclusive; . = no result given; & = joins results of further samples; [ ] = another dose, or the depositor's remark. The call rests on the fitted dose curve; in most records, active means well fitted curve in the direction sought with a large enough effect; inconclusive means small, poorly fitted or top-dose-only effect, or another doubt; inactive means no such curve, though single readings can be large; an effect the other way counts as inactive or inconclusive. On the % scale 0 is the no-effect control and ±100 the full control effect; potency means the concentration at half of the fitted maximal effect. Only part of the results is shown, so the mix of outcomes need not match the whole.

SMILES	FEN1 inhibitor	GCN5L2 inh	DT40 TDP1 CPT
COc1ccc(-n2c(=O)c(-c3cccc(Cl)c3)nc3cncnc32)cc1	.	-5%	-1%
O=C(NCCOc1ccc(F)cc1)C1CCC(=O)N(CCc2ccccn2)C1 (stereo not given)	1%	-32%	-5%
N#Cc1ccsc1NC(=O)c1ccc(Cl)c([N+](=O)[O-])c1	-4%	-15%	2.9µM*
CCCS(=O)(=O)N1CCCC(C(=O)N2CCN(c3ccccc3)CC2)C1 (stereo not given)	5%	0%	-5%
Cc1nc2ccccn2c1C(=O)N=Nc1c(O)[nH]c2ccccc12	3%	-2%	28%
CCOc1ccc(NS(=O)(=O)c2ccc(-c3cnc(C4CC4)o3)cc2)cc1	?	-21%	?
CCOc1ccc(CNC(=O)CSc2c3c(nc4ccc(Cl)cc24)CCCC3)cc1	-7%	-2%	-28%
CCCC(C)C(=O)NCc1ccc2c(c1)OCO2 (stereo not given)	10%	-6%	-3%
COc1ccccc1NC(=O)c1ccccc1-c1nc(-c2ccccc2OC)no1	0%	-2%	14µM*
Cn1c(CCC(=O)O)nc2cc(S(=O)(=O)N3CCCCC3)ccc21	-2%	-11%	-2%
CCn1c(/C=C2\C(=O)Nc3ccccc32)nc2ccccc2c1=O	-7%	-1%	?
COc1cc(CNc2ccc(CNc3ncn[nH]3)cc2)ccc1OCC(=O)NC(C)(C)C	0%	1%	?
Cc1cc(C)c(NC(=O)c2cc(CN3CCOCC3)on2)c(C)c1	-6%	3%	-2%
CN(C)CCNC(=O)c1[nH]nc2c1CCc1ccccc1-2	3%	20%	7%
O=C(NCC1CCCO1)c1ccc(NS(=O)(=O)c2cccs2)cc1 (stereo not given)	13%	-2%	-11%
CCN(CC)CCn1c2c(c(SCC(=O)Nc3ccc(C)c(F)c3)nc1=O)CCCC2	5%	2%	?
O=C(CN1C(=O)NC(c2ccccc2)(c2ccccc2)C1=O)Nc1ccc(N2CCOCC2)cc1	0%	-2%	7%
O=C(Cn1c(=O)n(-c2ccccc2)c(=O)c2c3c(sc21)CCCC3)Nc1cccc(F)c1	22%	-5%	?
COc1ccc(OC)c(-n2c(-c3cccc(S(=O)(=O)N(C)C)c3)n[nH]c2=S)c1	3%	-3%	-10%
Cc1ccc(N/N=C2\CS(=O)(=O)N(C)c3ccsc32)cc1	9%	-12%	?

Continued, starting with the last three of the part before.
SMILES	FEN1 inhibitor	GCN5L2 inh	DT40 TDP1 CPT
O=C(Cn1c(=O)n(-c2ccccc2)c(=O)c2c3c(sc21)CCCC3)Nc1cccc(F)c1	22%	-5%	?
COc1ccc(OC)c(-n2c(-c3cccc(S(=O)(=O)N(C)C)c3)n[nH]c2=S)c1	3%	-3%	-10%
Cc1ccc(N/N=C2\CS(=O)(=O)N(C)c3ccsc32)cc1	9%	-12%	?
COc1cccc(NC(=O)CN(C)C(=O)c2csc3c2CCCC3)c1	-10%	-2%	-16%
COC(=O)c1ccccc1Oc1ccc(NC(=O)c2ccco2)cc1	10%	-13%	-11%
COC(=O)c1ccc(COc2ccc(-c3nn[nH]n3)cc2)cc1	7%	2%	-1%
Cn1ncc2c(NCc3ccccc3)ncnc21	11%	-1%&0%	?
FC(F)(F)c1cnc2c(c1)Nc1ccccc1S2	-6%	-6%	?
CCOC(=O)c1c(NC(=O)c2cc(-c3ccc(OC)c(OC)c3)on2)sc2c1CCCC2	12%	-2%	3%
CCNc1nc(N2CCCC2)nc(N2CCCC2)n1	-8%	-2%	?
CCN1C(=O)C(F)(CC)C(=O)c2ccccc21 (stereo not given)	2%	-1%	7%
Cn1nc(CC(=O)NC2CCCCCCCCCCC2)c2ccccc2c1=O	-2%	-3%	18µM*
Cc1cc(C)n2nc(SCC(=O)Nc3ccccc3)nc2n1	15%&18%	-7%&-2%	-21%
COc1ccc(OC)c(NS(=O)(=O)c2ccc3[nH]c4c(c3c2)CCCCC4)c1	-23%	1%	.
O=C(C1CC1)N1CCN=C1SCc1ccc(Cl)cc1	1%	-11%	-27%
O=C(NCC(c1cccnc1)N1CCN(c2ccc(F)cc2)CC1)c1ccc2c(c1)OCO2 (stereo not given)	6%	-5%	16µM*
CCCCn1cnc2c(oc3ccccc32)c1=O	-14%	4%	-3%
CC(C)(C)C1CCC(C(=O)NNC(=O)c2ccncc2)CC1 (stereo not given)	-4%	3%	-14%
CC(C)OCCCNC(=O)CCN1C(=O)COc2ccccc21	42%[activator]	0%	-5%
CCN(C(=O)CSc1nc2ccccc2c(=O)n1Cc1ccc(C)cc1)C1CCS(=O)(=O)C1 (stereo not given)	-6%	?	?
CCOc1ccc(NC(=O)c2ccc3snnc3c2)cc1	0%&-2%	-8%&-2%	?
CCCN1CNc2c(c(=O)[nH]c(=S)n2CCC)C1	11%	.	14%
Cc1cccc(Cn2c(SCCO)nc3c2c(=O)n(C)c(=O)n3C)c1	-3%	-2%	26µM*

Random excerpt: seven records from the list.
SMILES	FEN1 inhibitor	GCN5L2 inh	DT40 TDP1 CPT
COC(=O)c1ccc(COc2ccc(-c3nn[nH]n3)cc2)cc1	7%	2%	-1%
COc1cccc(NC(=O)CN(C)C(=O)c2csc3c2CCCC3)c1	-10%	-2%	-16%
CCCCn1cnc2c(oc3ccccc32)c1=O	-14%	4%	-3%
CCOC(=O)c1c(NC(=O)c2cc(-c3ccc(OC)c(OC)c3)on2)sc2c1CCCC2	12%	-2%	3%
FC(F)(F)c1cnc2c(c1)Nc1ccccc1S2	-6%	-6%	?
CCN1C(=O)C(F)(CC)C(=O)c2ccccc21 (stereo not given)	2%	-1%	7%
CC(C)OCCCNC(=O)CCN1C(=O)COc2ccccc21	42%[activator]	0%	-5%

Additional results follow:
SMILES	FEN1 inhibitor	GCN5L2 inh	DT40 TDP1 CPT
COc1ccc(C2CC(c3ccc(OC)cc3)n3nc(NC(=O)c4ccco4)nc3N2)cc1 (stereo not given)	1%	5%	6%
CCN(CC)S(=O)(=O)c1ccc(Cl)c(C(=O)Oc2cccnc2)c1	9%	-4%	-30%
Brc1ccc2c(ccc[n+]2CCc2ccccc2)c1	16%	.	?
O=C1NC(=O)C(CC(=O)N(Cc2ccco2)C2(C(=O)NC3CCCCC3)CCCCC2)N1 (stereo not given)	-1%	-3%	1%
CCN(CC)Cc1c(NC(=O)c2ccc(OC)cc2)sc2c1CCCC2	-11%	-9%	18µM*
O=C(NNC(=O)c1ccc(Cl)cc1Cl)c1csc(-c2cccnc2)n1	18%	-2%	-11%
Cc1c(C)c2cc3c(c(C)c2oc1=O)OCN(CCc1ccccc1)C3	-1%	-19%	13µM*
Cc1cc(OCC(=O)Nc2nccs2)c2c(C)cc(=O)oc2c1	-22%	-1%	3%
CC(=O)N1CCN(C(=O)c2cc3c(s2)CCCC3)CC1	0%	.	-16%
O=C(Nc1ccccc1Cl)c1ccc2nc(N3CCOCC3)sc2c1	-5%	-6%	?
Cc1cccc(C2=NN(c3ccccc3)[C@@H](C(=O)N3CCOC3=O)[C@@H]2c2ccc([N+](=O)[O-])cc2)c1	3%	?	-17%
Cc1c(/C=N/Nc2ccc([N+](=O)[O-])cn2)c2ccccc2n1Cc1ccccc1	-2%	-15%	?
CCC(C)Nc1nc(N)c([N+](=O)[O-])c(Nc2ccccc2OC)n1 (stereo not given)	-24%	-13%	?
CCCCCC#CCC#CCC#CCC#CCCCC(=O)O	.	2.2µM*	4%[4.12 µM]
O=C(NCC1CC1)[C@]1(C(F)(F)F)C[C@H](CCC2CCCCC2)CCCO1	13%&-22%	.	?
COc1ccnc(NCc2cccc(C(F)(F)F)c2)c1C#N	-2%	-4%	12%
CCOc1cc(CNC(=O)c2ccc3c(c2)N(C)C(=O)C2CCCCN32)cc(OCC)c1OCC (stereo not given)	4%	-1%	?
Cn1c(=O)c(CCc2ccccc2)nc2cnc(OCc3ccccc3)nc21	.	-8%	12%
COCc1cc(C)nc(Nc2ccc(C)c(C)c2)c1C#N	6%	-15%	6%
CCOC(=O)c1c(Nc2ccc(F)cc2)nnc(-c2ccccc2)c1-c1ccccc1	3%	-9%	23µM*
CNc1oc(-c2ccccc2Cl)nc1C#N	2%	-4%	-6%
Fc1ccc(Oc2nc(-c3ccccn3)nc3ccccc23)cc1	-14%	-4%	4.6µM*
COc1cc(-c2c(NC(=O)c3ccco3)oc3ccccc3c2=O)cc(OC)c1OC	-10%	-8%	5%
O=C(NNC(=O)C(c1ccccc1)c1ccccc1)c1cccs1	-9%	12%	-16%
CCCCN(CC)C(=O)CSc1nc2c(sc3ccccc32)c(=O)n1CCc1ccccc1	13%	4%	?
CCC(=O)Nc1ccc(Oc2ccc(NC(=O)CC)c(NC(=O)CC)c2)cc1	23%	-4%	-1%
Cc1ccc(OCC(O)Cn2c(N3CCCCC3)nc3c2c(=O)[nH]c(=O)n3C)cc1C (stereo not given)	22%	4%	?
CCN1C(=NCCc2ccc(Br)cc2)N[C@@H](c2ccccc2)[C@H](C(=O)OC)[C@H]1C	2%	-4%&-4%	23µM*
COc1cccc(NC(=O)Nc2nnc(Cc3ccc(OC)c(OC)c3)s2)c1	-2%	1%	-29%
COC(=O)/C=C/c1ccc2c(c1)OCO2	-1%	-9%	-6%
CC(CN1CCN(C)CC1)OC(=O)c1ccc(Cl)cc1 (stereo not given)	6%	-2%	-7%
Cc1ccc2nc(CCCc3nc4ccc(C)cc4[nH]3)[nH]c2c1	-5%	-11%	6%
Cc1ccc(-c2ccc(=O)n(CC(=O)NCC3COCCO3)n2)cc1 (stereo not given)	5%	-1%	1%
CC(=O)c1c(O)cc(O)cc1O	?	-10%	7%&-17%
CC(C)(C)c1ccc(C2=CSC3=NCCN23)cc1	-2%	-1%	?
CCn1nc(C)cc1C(=O)Sc1cccc(Br)c1	-3%	-7%	3.7µM*
Cc1c(S(=O)(=O)O)oc2c1C(=O)C(=O)c1c-2ccc2c1CCCC2(C)C	.	?	-2%
CCOc1ccc(S(=O)(=O)N(C)c2ccc(OCC(=O)Nc3ccccc3F)cc2)cc1	-7%	-6%	?
N#CC1=C2SCN(Cc3ccco3)CN2C(=O)CC1c1c(F)cccc1Cl (stereo not given)	?	-6%	2%
COc1c(S(=O)(=O)NCCCn2ccnc2)ccc(Cl)c1Cl	-1%	-7%	-8%
Cc1ccc(C)c(OCCC(=O)OCC(=O)N(C)c2c(N)n(Cc3ccccc3)c(=O)[nH]c2=O)c1	-16%	-1%	-5%
CC(=O)Nc1cc(N=Cc2ccc(O)cc2O)c(Cl)cc1Cl	0%	-5%	?
O=c1cc(SCc2ccccc2)nc[nH]1	6%	.	-11%
O=C1[C@@H]2[C@H](C(=O)N1Cc1cccnc1)[C@H]1C=C[C@@H]2C1	8%	-6%	-18%
COc1ccc(NC(=S)N2CCN(C)CC2)cc1	-4%	.	14%
CCOc1cccc(CC(=O)Nc2ccc3nc(N4CCCCC4)cc(C)c3c2)c1OCC	3%	-7%	21µM*
COc1cc(/C=N\NC(=O)CNC(=O)C2COc3ccccc3O2)ccc1O (stereo not given)	-10%	-1%	?
CC(C)CC1c2[nH]c3ccccc3c2CCN1CCCn1cccn1 (stereo not given)	-8%	-14%	8%
Clc1ccc(C=NN2CCCCCC2)cc1	8%	.	?
CCOC(=O)C1CCN(C(=O)c2ccc(CNS(=O)(=O)c3ccc(C)cc3)cc2)CC1	14%	-5%	-8%
CC(C)CC(N)C(=O)NC(C)C(=O)O (stereo not given)	.	-7%	-21%
CC1=NN(C(N)=S)C(=O)C1N=Nc1cccc(C)c1 (stereo not given)	-21%	-20%	3.3µM*
O=C(O)CSc1nnc(CNc2ccccc2Cl)n1-c1ccccc1	-5%	-2%	8%
CCc1ccc2c(CSc3nnnn3C)cc(=O)oc2c1	17%	4%	-12%
Cc1nn(C2CCS(=O)(=O)C2)c(C)c1C=O (stereo not given)	1%	-3%	?
COc1ccc([C@H]2/C=C\CN(S(=O)(=O)c3ccc(C)cc3)[C@@H](C)C(=O)N2Cc2ccc(F)cc2)cc1	16%	.	18µM*
COC(=O)c1cc(NC(=O)c2ccc3c(c2)NC(=O)c2ccccc2S3)cc(C(=O)OC)c1	2%	-8%	4.6µM*
O=C(N/N=C/c1ccnc2ccccc12)c1ccccc1O	3%	-9%	3.3µM*
CCOC(=O)c1c(-c2ccccc2)csc1NC(=O)c1cccc(N2C(=O)CCC2=O)c1	-11%	2%	-15%
COc1ccccc1-c1c(NC(=O)C(C)C)n(C)c2ccccc2c1=O	9%	-17%	?
Cc1ccc(C2=NN(CC(=O)NCc3ccccn3)C(=O)CC2)cc1	0%	38%[activator]	0%
Nn1c(SCc2ccc([N+](=O)[O-])cc2)nc2ccccc2c1=O	-12%	-22%	-12%
O=C1Nc2cc(C(=O)N3CCN(c4ccccn4)CC3)ccc2S/C1=C\c1ccccc1	12%	-11%	-26%
